Pol iota inh = blocks human DNA polymerase iota activity; Pol iota fluorescent replication assay, 10 min; Potency, µM (doses to about 115 µM), inactives show at the top dose activity, negative = inhibition, actives largely listed as inhibitors; actives 1% (n = 390,000); note: potency is the fitted concentration of half-maximal effect
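Fluorescent replication assay read twice, at 0 min and 10 min after adding 50 nM (final) substrate. Enzyme (10 nM) and compounds were first incubated 15 min at room temperature; enzyme-free buffer wells were negative controls.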
APE1 inh = blocks human APE1 abasic DNA cleavage; P27695; recombinant APE1, TAMRA/BHQ-2 abasic DNA cleavage fluorescence; Potency, µM (titrated, usually from 65.8 µM), inactives show top-dose activity change, negative = inhibition, most hits filed as inhibitors; actives 0.35% (n = 350,000); AID 2517;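 note: potency is the fitted concentration of half-maximal effect; plate controls were vehicle for no effect and reference inhibitor for full effect; nearly all actives have a fitted effect of over 55% in size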
Target sequence (P27695 whole entry, looked up): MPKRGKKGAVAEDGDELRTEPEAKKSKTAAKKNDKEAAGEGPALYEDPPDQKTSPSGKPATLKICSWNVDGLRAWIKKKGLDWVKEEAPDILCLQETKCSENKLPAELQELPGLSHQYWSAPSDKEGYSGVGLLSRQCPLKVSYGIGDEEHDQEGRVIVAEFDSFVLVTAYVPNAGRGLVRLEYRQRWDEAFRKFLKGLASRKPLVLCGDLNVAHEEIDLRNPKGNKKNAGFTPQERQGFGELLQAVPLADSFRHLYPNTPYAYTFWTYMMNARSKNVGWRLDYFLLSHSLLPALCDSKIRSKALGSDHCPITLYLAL
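Enzyme (0.75 nM final) and test compound are incubated 15 min at room temperature before adding 50 nM quenched THF abasic-site duplex. Cleavage dequenches TAMRA, followed at 525/598 nm over three reads one minute apart.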
Tb PGK inh = inhibitors of T. brucei phosphoglycerate kinase. P07378. PGK/GAPDH coupled, Kinase-Glo luminescence, 60 min. Potency, µM (doses to about 57.5 µM), for the others: top-dose activity change, negative = inhibition, most hits filed as inhibitors. actives 0.043% (n = 380,000). AID 602233; note: potency is the fitted concentration of half-maximal effect; % is set by controls: 0 for no effect and ±100 for the full control effect; nearly all actives have a fitted effect of over 60% in size
Target sequence (P07378 whole entry, looked up): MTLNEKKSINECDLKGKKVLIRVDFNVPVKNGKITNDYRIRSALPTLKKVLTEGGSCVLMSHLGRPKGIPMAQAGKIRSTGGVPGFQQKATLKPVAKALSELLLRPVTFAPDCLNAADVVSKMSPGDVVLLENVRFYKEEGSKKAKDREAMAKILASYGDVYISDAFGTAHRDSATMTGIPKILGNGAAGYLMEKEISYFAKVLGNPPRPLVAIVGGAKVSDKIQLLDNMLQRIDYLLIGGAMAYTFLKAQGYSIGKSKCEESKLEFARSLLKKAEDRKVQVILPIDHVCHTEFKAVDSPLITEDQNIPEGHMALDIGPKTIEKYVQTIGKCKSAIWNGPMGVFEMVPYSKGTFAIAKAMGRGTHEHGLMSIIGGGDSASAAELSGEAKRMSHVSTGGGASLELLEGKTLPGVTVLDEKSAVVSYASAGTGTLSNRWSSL
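Luminescent ATP detection (Kinase-Glo Plus) follows a 60-minute room-temperature incubation, with wells lacking PGK as controls. Buffer: 100 mM TEA (pH 7.6), 5 mM MgCl2, 0.01% Tween-20. Coupling enzyme GAPDH (100 nM final) supplies unstable 1,3-BPG in-well.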
Pol eta inh = blocks human DNA polymerase eta activity | Q9Y253 | recombinant Pol eta, fluorescent DNA replication assay | Potency, µM (titrated, usually from 114 µM), inactives show at the top dose activity change, negative = inhibition, usual class: inhibitors | actives 1.2% (n = 390,000); note: potency is the fitted concentration of half-maximal effect; % is set by controls: 0 for no effect and ±100 for the full control effect
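Fluorescent replication assay: 50 nM final substrate added after a 15 min room-temperature compound preincubation with 10 nM enzyme. Signal taken at 0 min and again at 10 min.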
BLM helicase inh = blocks DNA unwinding by human BLM helicase | P54132 | recombinant BLM DNA unwinding, fluorescence dequenching | Potency, µM (doses to about 56.1 µM), for the others: at the top dose activity change, negative = inhibition, usual class: inhibitors | actives 0.2% (n = 350,000) | AID 2528;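 note: potency is the fitted concentration of half-maximal effect; plate controls were vehicle for no effect and no enzyme for full effect; nearly all actives have a fitted effect of over 35% in size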
POLB inh = DNA polymerase beta (human) inhibition; Potency, µM (highest dose often 114 µM), for the others: at the top dose activity change, negative = inhibition, actives largely listed as inhibitors; actives 1.3% (n = 340,000); Pol beta primer extension/strand displacement, fluorescence kinetic; P06746; AID 485314; note: potency is the fitted concentration of half-maximal effect; % is set by controls: 0 for no effect and ±100 for the full control effect
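Pol beta (10 nM) and compounds were preincubated 15 min at room temperature, then 50 nM substrate (final) started primer extension/strand displacement. Reads were taken at 0 and 10 min; concentration-response data were fitted to a four-parameter Hill equation.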
RXFP1 antagonist = RXFP1 (human) relaxin receptor antagonism. AID 1259400. Q9HBX9. HEK293-RXFP1, relaxin-stimulated cAMP HTRF, 30 min; stronger effect = lower value. actives 0.59% (n = 350,000). activity change, negative = inhibition, % at 57.5 µM;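 active = activity change of -60% or lower, but not beyond a set lower limit; inconclusive = change between -60% and -40%, or beyond the set limit; inactive = change above -40%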; note: % is set by controls: 0 for no effect and ±100 for the full control effect
Apoferritin bind = candidate novel general anesthetic via apoferritin binding | P02791 | apoferritin/1-aminoanthracene competitive binding, fluorescence | Potency, µM (titrated, usually from 77.5 µM), for inactives: at the top dose activity change, negative = displacement, hits mostly inhibitors | actives 0.074% (n = 350,000) | AID 485281; note: potency is the fitted concentration of half-maximal effect; % is set by controls: 0 for no effect and ±100 for the full control effect; nearly all actives have a fitted effect of over 20% in size
Target sequence (P02791 2-175 limits assumed): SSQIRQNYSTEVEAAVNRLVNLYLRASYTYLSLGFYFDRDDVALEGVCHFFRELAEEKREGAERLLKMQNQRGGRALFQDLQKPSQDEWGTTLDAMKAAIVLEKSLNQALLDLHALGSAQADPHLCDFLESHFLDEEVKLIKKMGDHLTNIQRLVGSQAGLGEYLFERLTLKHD
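Horse-spleen apoferritin (10 uM) was mixed with 50% saturated 1-aminoanthracene in PBS, exposed to compounds for 10 min at room temperature, and read for fluorescence (ex 380 nm, em 535 nm). Competitive displacement was fitted with a four-parameter Hill equation.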
POLK inh = inhibitors of human DNA polymerase kappa. Q9UBT6. actives 0.53% (n = 400,000). Potency, µM (doses to about 107 µM), inactives show at the highest dose activity, negative = inhibition, hits mostly inhibitors. purified Pol kappa, fluorescent DNA synthesis assay, 10 min; note: potency is the fitted concentration of half-maximal effect; % is set by controls: 0 for no effect and ±100 for the full control effect
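10 nM Pol kappa preincubated 15 min at room temperature with compounds, then reaction started with substrate at 50 nM final. Fluorescence read kinetically at 0 and 10 min; buffer-only wells served as negative control.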
Numbers without * were called inactive; i = inactive; ? = inconclusive; . = not tested or not shown; [ ] = another dose, or the depositor's remark. Unless noted, calls come from the whole dose curve; as a rule, active = well fitted curve in the direction sought with a large enough effect; inconclusive = small, poorly fitted or top-dose-only effect, or another doubt; inactive = no such curve, though single readings can be large; an effect the other way counts as inactive or inconclusive. Only part of the results is shown, so the mix of outcomes need not match the whole.

SMILES	Pol iota inh	APE1 inh	Tb PGK inh	Pol eta inh	BLM helicase inh	POLB inh	RXFP1 antagonist	Apoferritin bind	POLK inh
COC(=O)c1ccc(CSc2nc3c([nH]c4ccccc43)c(=O)n2-c2cc(C)cc(C)c2)o1	5.6%	.	-6.8%	-11.5%	1.5%	?	.	-20.2%	-3.3%[60.1 µM]
COc1ccc(C2N=C(N)Nc3nc4ccccc4n32)c(OC)c1OC (stereo not drawn)	-27.6%	.	2.5%	-10.3%	-6.9%	5.9%	-3.8	-2.0%	-2.5%
COc1ccc(Cc2nnc(NS(=O)(=O)c3ccccc3)s2)cc1	?	4.4%	6.9%	-7.1%	-3.9%	11.5%	2.2	-9.3%	-8.0%
COc1ccccc1NC(=O)Nc1nc(CC(=O)N2CCN(c3ccc(F)cc3)CC2)cs1	27.8%	3.6%	-12.1%	-13.6%	.	.	-11.6	.	-8.8%
O=C(NC(Cc1cccc(F)c1)C(=O)O)C1CCCCC1 (stereo not drawn)	-0.7%	6.1%	-3.4%	0.8%	.	.	.	.	0.3%
O=C(CNc1cccc(S(=O)(=O)N2CCCC2)c1)Nc1cccc(C(F)(F)F)c1	-10.8%	2.8%	12.5%	-24.7%	.	.	-9.1	.	-10.5%
C[C@H]1CN([C@@H](C)CO)C(=O)Cc2cc(NC(=O)Cc3ccccc3)ccc2O[C@H]1CN(C)C(=O)Nc1cccc2ccccc12	52.3%[activator]	-14.8%	7.9%	-8.2%	.	.	.	.	-25.5%
COc1cccc(N2CC(C(=O)Nc3nnc(SCc4ccccn4)s3)CC2=O)c1 (stereo not drawn)	1.3%	4.4%	-6.5%	4.4%	-11.9%	-7.3%	-1.3	-18.8%	-23.6%
CC1CN(Cc2nc3c(c(=O)[nH]c(=O)n3C)n2CCN2CCOCC2)CC(C)O1 (stereo not drawn)	26.1%	-0.8%	-3.3%	7.1%	0.9%	4.7%	9.9	-10.2%	0.5%
CCc1nnc(NC(=O)C2CCN(c3ncnc4sc(C)c(C)c34)CC2)s1	-0.7%	43.1%	i	-6.7%	.	.	-3.6	.	0.8%
CN(C)C=Nc1ccc2nc3c(cc2c1)[nH]c1ccccc13	-19.1%	-18.1%	.	?	-6.7%	?	2.9	200.8%[activator]	-3.4%
Cn1c(=O)c(C(=O)CSc2ccccc2)c(N)n(Cc2ccccc2)c1=O	26.9%	0.0%	-2.1%	-0.1%	-2.6%	3.9%	-11.0	-5.3%	-12.2%
Cc1nc2cccnc2n1-c1cccc(C(=O)NCCc2ccc(S(N)(=O)=O)cc2)c1	35.4%[activator]	.	i	-20.2%	-1.2%	43.0%	-4.9	-14.5%	9.3%
CCOC(=O)Nc1c(C)n(C)n(-c2ccccc2)c1=O	-8.6%	-0.9%	-6.0%	-6.9%	-1.6%	21.9%	-1.4	-4.4%	-3.7%
CCOC(=O)N1CCN(C(=O)C2CCN(S(=O)(=O)c3c(C)cc(C)cc3C)CC2)CC1	16.1%	-0.3%	-7.6%	9.9%	-1.7%	9.0%	0.2	-7.2%	-21.8%
COCCCNC(=O)C(=O)NCCCOC(C)C	18.9%	0.2%	-1.9%	3.1%	-1.3%	-1.3%	-9.3	2.9%	-10.4%
COc1ccc(C(CNC(=O)Cc2cc(OC)c(OC)c(OC)c2)N2CCCC2)cc1 (stereo not drawn)	2.0%	-9.9%	-5.8%	2.0%	0.4%	-0.6%	-3.1	-9.9%	2.8%
CC(=O)N(c1ccc(C(F)(F)F)cc1)S(=O)(=O)c1ccc(N2C(=O)CCC2=O)cc1	20.1%	7.7%	-0.6%	-15.6%	-8.6%	18.8%	-0.6	-10.2%	0.1%
Cc1ccc(C(=O)NCCOc2cccc(C)c2)cc1	15.1%	0.6%	-2.2%	-8.3%	-3.3%	?	-12.3	-20.1%	-17.4%
Cc1ccc(-n2ncc(C#N)c2/N=C/N(C)C)cc1	13.2%	4.1%	-7.9%	-10.4%	-4.8%	-16.0%	1.3	-8.7%	-4.4%
CCCCN1C=C(C(=O)OC)C(c2ccccc2Cl)C(C(=O)OC)=C1	27.0%	-2.2%	i	-15.8%	-4.8%	1.5%	-10.1	265.2%[activator]	4.4%
CCOC(=O)C1C(C)N=C2SCC(=O)N2C1c1cccc(Br)c1 (stereo not drawn)	-6.9%	-3.4%	-9.2%	-1.8%	-8.2%	-0.2%	-13.4	?	-9.2%
O=C(NN1C(=O)c2ccccc2C1=O)c1ccccc1[N+](=O)[O-]	3.9%	-1.4%	-5.7%	-10.0%	-1.9%	6.2%	0.4	-7.4%	-7.3%
COc1ccccc1C(=O)NC(=O)COC(=O)c1cnc(C)cn1	14.8%	-8.4%	1.9%	0.4%	.	.	3.8	.	-5.1%
Cc1nnc(SCc2ccc(C(=O)c3ccc(Cl)cc3)o2)n1-c1ccccc1	11.5%	1.5%	0.9%	-14.1%	-5.4%	19.1%	-18.1	0.1%	-6.3%
(cont.)
SMILES	Pol iota inh	APE1 inh	Tb PGK inh	Pol eta inh	BLM helicase inh	POLB inh	RXFP1 antagonist	Apoferritin bind	POLK inh
Cc1cc2cc(C(c3nnnn3Cc3ccco3)N3CCCCC3)c(=O)[nH]c2cc1C (stereo not drawn)	21.9%	-1.0%	.	7.6%	-10.5%	-11.6%	25.8	-10.8%	-4.0%
Cc1ccc(NC(=O)N2CCc3ccccc3C2)c(C)c1	31.4%[activator]	4.3%	-1.2%	-7.6%	-1.4%	45.0%	5.4	-19.3%	8.2%
Cc1nc(CC(C)C)cc(C(=O)N2CCCC(CNS(=O)(=O)c3cccs3)C2)n1 (stereo not drawn)	16.1%	10.4%	0.4%	0.4%	0.3%	-0.6%	3.2	-10.8%	-14.2%
CCCCCCc1nc2ccccc2c(=O)n1NC(=O)c1c(O)c2cccc3c2n(c1=O)CCC3	.	-0.2%	.	.	-1.4%	10.7%	.	-1.6%	.
COc1ccc(N2CCN(C(c3cccs3)C(C)NC(=O)C(=O)N3CCCCC3)CC2)cc1 (stereo not drawn)	-11.5%	29.0%	i	0.9%	-1.9%	36.1%	0.7	-3.1%	10.3%
COc1ccc(N2CCN(C(CNC(=O)c3ccco3)c3ccco3)CC2)cc1 (stereo not drawn)	16.4%	20.5%	-6.7%	3.1%	.	.	-2.6	.	-17.2%
COc1ccccc1C(=O)NCc1ccncc1	3.6%[58.9 µM]	1.7%	0.1%	-14.8%	-0.8%	?	-14.9	-8.2%	-15.1%
Cc1ccc2cccc(OCc3ccc(F)cc3)c2n1	9.3%	10.2%	-16.5%	6.4%	-3.0%	-10.9%	21.3	?	-11.3%
CC(=O)COc1ccccc1OC(=O)c1ccco1	18.8%	0.3%	-4.0%	-7.5%	-0.2%	-1.5%	11.1	-10.8%	1.7%
COc1cc(C2C(C(C)=O)=C(O)C(=O)N2CCN2CCOCC2)ccc1O (stereo not drawn)	2.1%	8.6%	-0.3%	-9.6%	1.8%	0.9%	1.5	-0.8%	-3.1%
CCCCN(C)C(=O)Cn1nc(-c2ccc(Cl)cc2)ccc1=O	35.2%[activator]	25.2%	i	-8.7%	-1.2%	0.9%	10.2	?	12.0%
O=C(CCCC(=O)NN=Cc1ccccc1Cl)NN=Cc1ccccc1Cl	-12.0%	.	-5.4%	-15.7%	.	.	-11.7	.	-21.2%
CN(C)c1ccc(CNc2ncn[nH]2)cc1	13.0%	2.3%	1.2%	-19.7%	-0.8%	20.3%	-0.1	-2.6%	-15.5%
COC(=O)Cc1c(C)c2ccc(OCC(=O)N(C)C)cc2oc1=O	-8.3%	1.9%	-3.4%	-7.8%	-2.2%	22.8%	4.0	-1.6%	-4.7%
O=C(NCc1ccco1)c1ccc(CS(=O)Cc2cccc(Cl)c2)o1 (stereo not drawn)	41.9%[activator]	-20.5%	-9.6%	-2.5%	2.0%	-2.9%	-15.2	-2.4%	6.7%
CC1CC(C)CN(C(=O)CSc2ncnc3sccc23)C1 (stereo not drawn)	6.8%	0.1%	-1.1%	-13.1%	.	.	-5.6	.	1.1%
CCc1ccc(-c2cc(C)no2)cc1S(=O)(=O)Nc1cccc(CN2CCCC2)c1	-5.1%	-0.8%	-1.6%	-6.7%	-9.8%	35.9%	-17.6	-14.9%	4.8%
COC(=O)c1cc(NC(=O)CSc2ncn[nH]2)ccc1Cl	46.8%[activator]	-10.2%	-7.5%	-5.5%	2.1%	?	3.9	-9.3%	-5.7%
O=C(CSc1ncnc2c1oc1ccccc12)Nc1nccs1	-16.7%	15.7%	-11.9%	-12.6%	-1.0%	5.3%	.	-4.2%	-8.6%
O=C(NCc1ccco1)C1CC(c2ccc(Cl)cc2)=NO1 (stereo not drawn)	32.9%[activator]	-5.0%	-9.9%	-7.8%	-4.0%	8.2%	-4.7	-7.1%	6.9%
NS(=O)(=O)c1ccc(O)c(N2C(=O)c3cccc4c(C(=O)c5ccccc5)ccc(c34)C2=O)c1	.	?	.	.	-8.1%	-1.1%	.	-13.8%	.
CC(C)CN(C(=O)c1cccc(Cl)c1)c1c(N)n(CC(C)C)c(=O)[nH]c1=O	-3.2%	8.1%	4.2%	-8.1%	-3.4%	-1.8%	16.0	-10.0%	-6.9%
CC(C)CN1CCN(Cc2ccc(CN3CCCCC3)s2)CC1CCO (stereo not drawn)	29.0%	2.7%	3.5%	-10.9%	-3.8%	-15.1%	-2.9	-17.2%	-4.7%
CCOc1ccc(NC(=O)c2cc(S(=O)(=O)N3CCCC3)c[nH]2)cc1	-12.7%	.	-6.4%	-11.3%	3.0%	2.7%	-0.4	7.5%	?
COc1ccc(/C=C2\SC(=S)N(CCCC(=O)Nc3ccc(C(=O)O)cc3)C2=O)cc1OC	56.2µM*	?	-13.8%	?	-18.5%	?	-23.7	-1.7%	-27.3%

Reprinted at random: 2 compounds from above.
SMILES	Pol iota inh	APE1 inh	Tb PGK inh	Pol eta inh	BLM helicase inh	POLB inh	RXFP1 antagonist	Apoferritin bind	POLK inh
O=C(CCCC(=O)NN=Cc1ccccc1Cl)NN=Cc1ccccc1Cl	-12.0%	.	-5.4%	-15.7%	.	.	-11.7	.	-21.2%
Cc1nc(CC(C)C)cc(C(=O)N2CCCC(CNS(=O)(=O)c3cccs3)C2)n1 (stereo not drawn)	16.1%	10.4%	0.4%	0.4%	0.3%	-0.6%	3.2	-10.8%	-14.2%
